SARS 3CLpro inh – SARS-CoV 3CLpro protease inhibition | P0C6X7 | recombinant SARS-CoV 3CLpro, quenched FRET peptide cleavage | inhibition, % at 6 µM | 290,000 compounds, 0.14% hits | AID 1706; in the data active = inhibition above about 12%
Mtb UGM inh – Mtb UDP-galactopyranose mutase inhibition; P9WIQ1; purified UGM, fluorescence polarization probe displacement; inhibition, % at 10 µM; 320,000 compounds, 0.06% hits; in the data active = inhibition above about 10%, passing the limit was not always enough
Target sequence (P9WIQ1 whole entry, looked up): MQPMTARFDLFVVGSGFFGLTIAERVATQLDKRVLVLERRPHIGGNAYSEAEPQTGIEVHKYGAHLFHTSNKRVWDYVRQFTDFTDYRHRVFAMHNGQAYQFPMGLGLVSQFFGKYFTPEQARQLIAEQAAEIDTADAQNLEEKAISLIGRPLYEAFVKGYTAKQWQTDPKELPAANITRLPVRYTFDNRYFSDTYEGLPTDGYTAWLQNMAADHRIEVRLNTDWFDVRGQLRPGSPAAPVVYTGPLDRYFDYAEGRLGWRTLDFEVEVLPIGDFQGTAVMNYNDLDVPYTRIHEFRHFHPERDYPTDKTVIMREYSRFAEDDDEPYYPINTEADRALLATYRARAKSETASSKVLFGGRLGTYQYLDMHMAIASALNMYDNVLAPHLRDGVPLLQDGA
GDH-TPI counter – inhibits GDH-TPI coupling enzymes, artifact for Mtb FBA screen; GDH-TPI coupled enzyme counterscreen, NADH absorbance; inhibition, % at 4.8 µM; 360,000 compounds, 1.2% hits; in the data active = inhibition above about 30%;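 also: 0% = DMSO wells and 100% = wells lacking the enzyme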
DUSP3 inh – DUSP3 (human) phosphatase inhibition; P51452; recombinant VHR phosphatase, pNPP absorbance; inhibition, % at 13.3 µM; 290,000 compounds, 0.52% hits; in the data active = inhibition above about 50%; also: some compounds called inactive have numbers as strong as hits
Target sequence (P51452 whole entry, looked up): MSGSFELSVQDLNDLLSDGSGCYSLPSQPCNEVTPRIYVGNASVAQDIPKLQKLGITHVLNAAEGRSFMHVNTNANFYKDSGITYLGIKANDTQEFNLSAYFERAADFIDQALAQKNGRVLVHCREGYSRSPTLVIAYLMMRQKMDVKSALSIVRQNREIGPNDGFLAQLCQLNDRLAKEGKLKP
SSB-PriA inh – K. pneumoniae PriA-SSBct interaction inhibition. AlphaScreen SSBct-PriA binding, biotinylated peptide. inhibition, % at 33 µM. 430,000 compounds, 0.6% hits. AID 1272365; in the data active = inhibition mostly above about 37%, no sharp cut-off; inactive = mostly below about 20%;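 also: plate controls were negative control peptide for no effect and reference peptide for full effect; strong numbers were not always called active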
BioA inh – inhibitors of Mycobacterium tuberculosis BioA enzyme; 360,000 compounds, 0.096% hits; inhibition, % at 9.99 µM; purified M. tuberculosis BioA enzyme, plate reader; AID 602481; in the data active = inhibition above about 40%
MazEF act – increases E. coli MazEF RNase cleavage of RNA; FAM/BHQ RNA-DNA oligo cleavage fluorescence, 5 h; activation, % at 20 µM; 350,000 compounds, 0.32% hits; AID 504720; in the data active = activation above about 50%
BH1578 lux ind – quorum light induction in luxS cqsA deficient V. cholerae. V. cholerae BH1578 lux reporter, luminescence, 6 h. activation, % at 18.7 µM. 350,000 compounds, 0.16% hits. AID 588436; in the data active = activation mostly above about 9.7%, no sharp cut-off; also: not every result past the cut was called active; inactives centre near 0; reference of the scale not given here
Rv3671c inh – Rv3671c (M. tuberculosis) protease inhibition | AID 2606 | inhibition, % at 5.96 µM | 320,000 compounds, 0.048% hits; in the data active = inhibition above about 38%;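 also: extracellular domain of Rv3671c used as enzyme; 0% = enzyme with DMSO and 100% = no enzyme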
Target sequence (P9WHR9 whole entry, looked up, the tested form may be a part): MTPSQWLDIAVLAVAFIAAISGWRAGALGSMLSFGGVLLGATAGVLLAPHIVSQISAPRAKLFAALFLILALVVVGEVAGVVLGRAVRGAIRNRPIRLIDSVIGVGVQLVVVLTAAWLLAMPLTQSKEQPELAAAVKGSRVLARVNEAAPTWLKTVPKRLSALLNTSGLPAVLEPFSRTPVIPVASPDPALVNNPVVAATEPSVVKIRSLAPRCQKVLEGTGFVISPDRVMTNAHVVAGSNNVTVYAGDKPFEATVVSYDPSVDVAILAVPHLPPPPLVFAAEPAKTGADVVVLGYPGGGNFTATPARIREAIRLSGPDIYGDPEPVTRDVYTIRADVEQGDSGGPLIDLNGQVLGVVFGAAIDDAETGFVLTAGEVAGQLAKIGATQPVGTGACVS
Mtb FBA inh – inhibitors of M. tuberculosis fructose-bisphosphate aldolase; P9WQA3; purified M. tuberculosis FBA, fluorescence read-out; inhibition, % at 1 µM; 360,000 compounds, 2.3% hits; AID 588726; in the data active = inhibition above about 27%;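 also: 0% = vehicle and 100% = reference inhibitor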
* marks the source's active call; other numbers are inactive results; i = inactive; · = no result given; & = joins results of further samples.

SMILES	SARS 3CLpro inh	Mtb UGM inh	GDH-TPI counter	DUSP3 inh	SSB-PriA inh	BioA inh	MazEF act	BH1578 lux ind	Rv3671c inh	Mtb FBA inh
CC(=O)N1C[C@H]2CON(C)[C@H]2C[C@H]1c1cccc(-c2ccccc2)c1	·	·	-5	·	-13	1.0	3	-1.4	·	-2
O=C(c1ccccc1)N(C(=O)c1ccccc1)c1ncnc2c1C(c1ccccc1)c1c(ccc3ccccc13)O2 (configuration not stated)	·	-1.7	5	·	-11	-0.3	-20	i	-4	2
C/C(Cn1nnc([N+](=O)[O-])n1)=N\NC(=O)c1ccccc1Cl	-5	1.8	-2	24	·	·	-3	-1.7	1	-1
NC(=O)C(CCc1nc2ccccc2[nH]1)NS(=O)(=O)c1ccccc1 (configuration not stated)	·	·	2	·	·	·	9	-3.1	·	23
CCc1nc(SCC(=O)Nc2nnc(CC(C)C)s2)n[nH]1	-4	0.4	3	9	1	-0.7	8	-0.3	2	1
O=C(COc1ccc(Cl)cc1)Nc1nnc(-c2ccc3c(c2)CCCC3)o1	-3	4.7	-3	-18	-10&-22	0.5	-14	-0.3	3	-1
N#Cc1c(NC(=O)CSc2nnnn2C2CCCCC2)sc2c1CCCC2	1	1.5	9	28	0	-1.4	10	i	-6	4
C[C@@]12CC(=O)NC1N(C(=O)c1cccc(C(F)(F)F)c1)C(c1ccccc1O)C2 (some centres not stated)	-3	1.4	-7	-29	-12	0.6	5	i	-2	1
CC12CC(=O)C3C(CCC4CC=CCC43C)C1CCC2=O (configuration not stated)	·	·	-11	·	-10	·	-4	·	·	0
O=C(CCC(=O)Nc1ccc(F)cc1)N/N=C/c1ccc(O)cc1	-3	0.9	14	-1	·	1.1	4	-8.3	4	5
O=C1NCCN1Cc1ccc(Cl)cc1	3	-1.5	7	3	0	0.3	1	-0.3	-7	0
CC(C)[C@@H](C(=O)OCC(=O)Nc1ccc2c(c1)OCO2)N1C(=O)c2ccccc2C1=O	1	0.8	-3	-6	11	0.5	-3	i	-4	-1
O=C(Nc1cccc(-c2cn3ccsc3n2)c1)c1ccccc1	-11	-5.8	1	8	10	3.7	4	i	-2	0
Cc1ccc(CNC(=O)c2cc3c(-c4ccc(Cl)cc4)nn(C)c3s2)o1	-9	3.5	6	19	-6	-0.6	10	-0.2	-185	14
Cc1sc(NC(=O)C2CSC3(C)CCC(=O)N23)nc1-c1ccc(F)cc1 (configuration not stated)	5	-2.1	10	28	-1	0.2	-6	i	-20	1
O=C(Cn1ccc2ccccc2c1=O)NCC(=O)Nc1ccc(F)cc1F	-7	-4.5	4	7	-2	·	15	-0.3	-18	0
O=C1CCCc2nc(NCc3ccco3)ncc21	6	0.5	12	36	-5	0.6	1	0.5	-2	2
CCOc1ncccc1C(=O)Nc1ccc(S(=O)(=O)N2CCCC2)cc1	-1	0.6	-2	22	-7	·	9	-1.9	0	1
Cc1cc(C)c(S(C)(=O)=O)c(Oc2ccc(F)cc2)n1	2	-3.1	-1	11	-4	·	3	i	7	1
C=CCC(C)(NCc1ccccc1)c1ccco1 (configuration not stated)	-2	0.4	-3	32	-16	·	4	-1.6	7	-1
COc1ccc2c([N+](=O)[O-])c(N3CCOCC3)[nH]c2c1	·	·	16	·	·	0.4	-8	-0.4	·	4
CCOc1ccc(S(=O)(=O)NCc2cccnc2)cc1NC(=O)c1ccccc1	·	·	-2	·	-4	1.3	3	i	·	-4
COc1ccccc1-n1cnc(N)c1C(C)=O	-1	-0.4	8	-5	8	2.1	-2	i	-2	2
CCCc1cc(CNC(=O)C2CCC(=O)N(CCc3cccc(F)c3)C2)on1 (configuration not stated)	-8	-0.9	7	7	-4	-0.7	8	-0.3	-3	0
CC(=O)NCCCc1nc2ccccc2n1Cc1ccccc1F	2	-1.6	3	-1	-15	13	5	-0.4	6	-2

By substructure: the entries above with an aryl thioether with sulfur outside any ring.
SMILES	SARS 3CLpro inh	Mtb UGM inh	GDH-TPI counter	DUSP3 inh	SSB-PriA inh	BioA inh	MazEF act	BH1578 lux ind	Rv3671c inh	Mtb FBA inh
CCc1nc(SCC(=O)Nc2nnc(CC(C)C)s2)n[nH]1	-4	0.4	3	9	1	-0.7	8	-0.3	2	1
N#Cc1c(NC(=O)CSc2nnnn2C2CCCCC2)sc2c1CCCC2	1	1.5	9	28	0	-1.4	10	i	-6	4

Returning to the listing with the 4 entries that preceded the break.
SMILES	SARS 3CLpro inh	Mtb UGM inh	GDH-TPI counter	DUSP3 inh	SSB-PriA inh	BioA inh	MazEF act	BH1578 lux ind	Rv3671c inh	Mtb FBA inh
CCOc1ccc(S(=O)(=O)NCc2cccnc2)cc1NC(=O)c1ccccc1	·	·	-2	·	-4	1.3	3	i	·	-4
COc1ccccc1-n1cnc(N)c1C(C)=O	-1	-0.4	8	-5	8	2.1	-2	i	-2	2
CCCc1cc(CNC(=O)C2CCC(=O)N(CCc3cccc(F)c3)C2)on1 (configuration not stated)	-8	-0.9	7	7	-4	-0.7	8	-0.3	-3	0
CC(=O)NCCCc1nc2ccccc2n1Cc1ccccc1F	2	-1.6	3	-1	-15	13	5	-0.4	6	-2
COc1ccc(NC(=O)c2ccc(-n3cccn3)c([N+](=O)[O-])c2)cc1	4	-0.7	9	1	6	·	5	-0.2	-3	0
CC(C)(C)OC(=O)N1CCCC1C(=O)O (configuration not stated)	2	1.0	6	-15	-6	-3.4	-10	-0.7	3	2
CCOC(=O)c1c(NC(=O)COC(=O)c2ccccn2)sc(C(=O)N(C)C)c1C	·	5.5	-2	·	6	1.8	-3	0.6	-12	2
Cc1nc(-c2ccc(F)cc2)c(CC(=O)N(C)CC(=O)Nc2ccccc2C(F)(F)F)s1	·	-0.9	-6	·	-5	1.3	-4	i	1	3
Cc1nc2ccc(NC(=S)NC(C)C)cc2nc1C	4	1.1	11	-1	-16	-1.9	9	-6.2	2	10
CCOC(=O)c1cnn(-c2ccc(C(C)C)cc2)c1NC(=O)C1CCC1	2	-0.4	-2	24	-12	-0.8	-5	i	8	2
CN(CC(=O)Nc1ccc(F)cc1)C(=O)CNC(=O)C1CCCCC1	·	-0.1	-5	·	-1	-0.5	0	-0.8	-8	1
O=C(O)C1CCN(C(=O)CSc2nc3ccccc3c(=O)n2Cc2ccccc2)CC1	1	0.9	6	18	-4	·	5	-0.1	-7	1
O=c1c2ccccc2nc(/C=C/c2cccnc2)n1CCc1ccccc1	6	-0.3	37*	14	10	16	-4	i	-1	0
O=C(O)c1cccc(-c2csc(C(O)c3ccc(F)cc3)n2)c1 (configuration not stated)	·	·	11	·	·	0.3	·	-1.2	·	-1
O=c1cccc2n1CC1CC2CN(S(=O)(=O)c2ccccc2)C1 (configuration not stated)	2	0.1	2	26	1	-0.5	2	-0.8	7	0
COc1ccc(CC(=O)OCC(=O)NCCc2ccccc2)cc1OC	0	-2.0	-3	8	-20	-1.4	-5	-3.1	7	1
O=C1C(=O)N(CCN2CCOCC2)C(c2cccnc2)/C1=C(/O)c1ccccc1 (configuration not stated)	4	0.9	·	35	·	·	·	·	7	·
COc1cc(/C=N/NC(N)=S)ccc1OCC(=O)Nc1ccc(C)cc1	1	0.3	40*	-14	·	-0.3	11	7.1	4	2
COc1ccc(OC)c(S(=O)(=O)Nc2cccc3c(O)cccc23)c1	·	2.7	7	·	10	-0.6	4	-0.8	-8	-3
CN(Cc1cccs1)c1nc(-c2cccnc2)nc2ccccc12	-1	-0.3	29	34	-2	2.5	-1	i	5	0
CC(=O)c1ccc(OCC(=O)Nc2nnc(C3CC3)s2)cc1	·	·	-4	·	·	0.1	1	1.7	·	3
CCCOC(=O)c1ccc(NC(=O)c2ccccc2[N+](=O)[O-])cc1	5	0.2	-1	6	8	·	-3	-0.3	0	2
CCCC(=O)N1CCC1(C)C(=O)Nc1ccccc1-c1ccccc1 (configuration not stated)	·	·	-1	·	·	-0.4	·	i	·	0
CCn1c(=O)c(C(C)=O)nc2ccccc21	-2	-2.4	10	25	-21	-1.6	7	-0.6	0	5
O=C(Cc1ccccc1)NN1C(=O)C2C3C=CC(C4CC34)C2C1=O (configuration not stated)	1	2.0	-4	-11	1	1.2	-11	i	1	0
O=C(O)c1ccc(/C=N/NC(=O)c2ccc(CN3c4cccc5cccc(c45)S3(=O)=O)cc2)cc1	5	-1.0	13	4	i	·	-5	-0.2	-102	6
O=C(NC12CC3CC(CC(C3)C1)C2)c1cccc(OC(F)F)c1	1	-1.4	4	·	-24	-2.0	1	1.2	-5	2
COc1ccc(NC(=O)C(=O)N2N=C(C(C)C)CC2(O)C(F)(F)F)cc1 (configuration not stated)	2	-0.9	10	27	2	-2.0	-4	i	0	1
CCOc1ccc(C(=O)NCC(=O)NCC(c2ccco2)N2CCCCC2)cc1OCC (configuration not stated)	·	-0.8	4	·	-11	0.3	8	i	0	0
SMILES	SARS 3CLpro inh	Mtb UGM inh	GDH-TPI counter	DUSP3 inh	SSB-PriA inh	BioA inh	MazEF act	BH1578 lux ind	Rv3671c inh	Mtb FBA inh
COc1cc(C)ccc1OCCOCCOc1cccc2ccc(C)nc12	2	0.7	9	24	-5	1.4	-5	-0.5	-1	0
COc1ccccc1CNC(=O)CSCc1cnn(-c2ccccc2)c1-n1cccc1	5	0.1	-4	29	2	0.6	0	·	-7	9
CCCC(=O)NC(c1ccco1)c1c(O)ccc2ccccc12 (configuration not stated)	-4	-0.4	8	3	7	·	-7	1.9	-3	13
COc1ccc(-n2cc(-c3ccc(Br)cc3)[nH]c2=S)cc1	-1	1.0	2	-9	6	-1.0	-2	i	-5	0
COCCNC(=O)c1ccc2c(c1)CCN2S(C)(=O)=O	9	-3.2	2	29	-4	·	6	-0.4	0	0
C#CCN(Cc1ccco1)C(=O)c1ccc(OC2CCN(Cc3ccccn3)CC2)cc1	0	0.3	-2	-3	-2	0.6	-18	-0.6	2	-4
O=S(=O)(c1cccs1)N1CCCc2ccccc21	-5	-2.5	12	-1	-29	-0.5	7	i	-4	3
O=C(c1ccc(CS(=O)c2ccc(F)cc2)o1)N1CCN(C2CCCCC2)CC1 (configuration not stated)	3	0.4	3	6	0	-1.5	0	0.1	2	6
O=C1CN(C(=O)c2ccc3nc(Cc4cccc(Cl)c4)oc3c2)CCN1	-5	-0.1	-4	6	1	1.1	6	-0.4	0	2
Cc1nc2ccccc2c(=O)n1-c1ccc(F)cc1F	0	0.9	4	25	9	·	9	-0.3	-4	0
O=C(C1CCN(C2CCN(Cc3ccc4c(c3)CCO4)CC2)CC1)N1CCCC1	1	1.6	2	14	-9	·	7	-3.7	2	0
CCN(c1ccccc1)S(=O)(=O)c1ccc(Cl)c(C(=O)NCCc2ccc(OC)cc2)c1	1	·	4	8	-19	0.0	-4	-0.6	1	2
COc1ccc(C(C)(C)C)cc1NS(=O)(=O)c1cccc2cccnc12	4	4.0	10	-8	-11	0.7	7	i	·	-3
COc1cc(C(=O)Nc2ccc(S(=O)(=O)Nc3nccc(C)n3)cc2)cc(OC)c1OC	1	1.5	-5	0	-2	-1.5	7	i	0	0
O=C(O)c1ccccc1OCc1ccccc1Cl	-4	1.4	-2	9	2	1.4	7	-0.3	7	0
O=[N+]([O-])c1ccc2[nH]c(O)c(N=NC3CCS(=O)(=O)C3)c2c1 (configuration not stated)	0	-0.4	59*	3	0	0.7	-8	i	8	-3
CSc1ccc(C#N)cc1NC(=O)c1ccc(Cl)cc1Cl	-2	2.0	1	4	-1	·	18	186*	-2	1
O=C(/C=C/c1cccs1)Nc1nccs1	5	2.9	27	22	-2&-12	·	12	-0.4	-3	1
CC(C)(C)c1cc[n+](/C(C(=S)Nc2ccccc2F)=C(/[O-])c2ccc3c(c2)OCCO3)cc1	-2	-0.6	0	27	·	·	5	i	2	2
COc1ccc(C2=Nn3c(C)nnc3SC2)cc1	0	1.1	1	14	4	2.1	8	i	0	0
Cc1cc(Cl)ccc1Nc1ncccc1C(N)=O	0	4.0	5	5	-21	·	-1	-0.3	-4	-1
COC(=O)c1ccc(CSc2nc3c(c(=O)n2-c2ccc(Br)cc2)SCC3)o1	8	-1.5	2	27	0	·	4	-1.5	-8	1

Compound activity as filed in PubChem BioAssay.

A portion of the library, so the mix of outcomes need not match the whole.
